HCMV inh: qHTS Assay for inhibitors of the human cytomegalovirus (HCMV). HFF cells, HCMV-luciferase reporter, 72 h; stronger effect = lower value. activity change, negative = inhibition, % at 57.5 µM. 410,000 compounds, 4.5% hits. AID 1259415, 2018; in the data active means activity change below about -60%; inconclusive means no clear call, values can overlap the other calls; inactive means above about -39%
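Steps: HFFs plated, 16 h 37C; compounds added; HCMV-luciferase added to MOI 1 PFU/cell; 72 h 37C; OneGlo reagent, 5 min room temperature; luminescence read, normalized to controls.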
Sm TGR inh: qHTS Assay for the Inhibitors of Schistosoma Mansoni Peroxiredoxins. purified TGR, DTNB reduction, TNB absorbance 405 nm. Schistosoma mansoni thioredoxin glutathione reductase (TGR), Q962Y6. 360,000 compounds, 3% hits. AID 485364, 2010. Potency, µM (top dose mostly 114 µM), for inactives: top-dose activity change, negative = inhibition, hits mostly inhibitors; further: potency means the concentration at half of the fitted maximal effect; nearly all actives have a fitted effect of over 60% in size
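Kinetic colorimetric format: TGR-catalysed, NADPH-driven DTNB reduction monitored via TNB absorbance. Enzyme dispensed at 20 nM; compound exposure 15 min at room temperature before reaction start.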
Giardia FBPA inh: qHTS Assay for Inhibitors of Fructose-1,6-bisphosphate Aldolase from Giardia Lamblia. A8B2U2. purified Giardia FBPA. Potency, µM (series often up to 59.6 µM), for inactives: at the top dose activity, negative = inhibition, usual class: inhibitors. 290,000 compounds, 0.71% hits; further: potency means the concentration at half of the fitted maximal effect; nearly all actives have a fitted effect of over 55% in size
Target sequence (A8B2U2 whole entry, looked up): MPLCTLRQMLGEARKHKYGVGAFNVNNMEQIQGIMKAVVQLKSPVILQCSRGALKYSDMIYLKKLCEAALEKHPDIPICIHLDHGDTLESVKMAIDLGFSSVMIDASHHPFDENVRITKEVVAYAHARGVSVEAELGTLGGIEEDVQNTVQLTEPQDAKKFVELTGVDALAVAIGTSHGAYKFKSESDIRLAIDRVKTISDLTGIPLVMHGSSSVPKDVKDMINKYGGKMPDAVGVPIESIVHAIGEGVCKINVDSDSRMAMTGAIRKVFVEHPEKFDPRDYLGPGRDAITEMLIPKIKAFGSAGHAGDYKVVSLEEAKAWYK
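40 nM FBPA preincubated 10 min at RT with compound (up to 57.5 uM final), then substrate plus GAPDH/TPI/NAD/arsenate coupling and diaphorase/resazurin added. Fluorescence read after 20 min at RT, 525/598 nm.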
HCV inhibitor: qHTS Assay for Inhibitors of Hepatitis C Virus (HCV). Huh7.5.1 HCVcc-Cre infection, luciferase reporter, 44 h. Potency, µM (top dose mostly 41.8 µM), inactives show top-dose activity change, negative = inhibition, usual class: inhibitors. 340,000 compounds, 3.4% hits; further: potency means the concentration at half of the fitted maximal effect
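Seed cells (1,000/well) for 4 h; treat with compound and infect with HCVcc-Cre, moi about 0.5. Incubate 44 h, then detect luciferase activity.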
AMA1 RON2 block: qHTS for Inhibitors of AMA1-RON; Towards Development of Antimalarial Drug Lead: Primary Screen. AlphaScreen AMA1-biotinylated RON2 peptide binding. Potency, µM (doses to about 58.2 µM), for the others: at the top dose activity change, negative = inhibition, actives largely listed as inhibitors. 360,000 compounds, 0.2% hits. AID 720542, 2013;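 further: potency means the concentration at half of the fitted maximal effect; 0% = vehicle wells and -100% = peptide control; nearly all actives have a fitted effect of over 45% in size; some results filed as inactive show a strong effect at the top dose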
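AMA1 (3D7) with his tag at 25 nM final met compounds first, then biotinylated RON2 peptide at 25 nM; detection used donor plus acceptor beads, 10 µg/mL apiece, read by AlphaScreen after 30 min at room temperature.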
AmpC inh detg: qHTS Inhibitors of AmpC Beta-Lactamase (assay with detergent); AID 485294, 2010; Potency, µM (titrated, usually from 114 µM), for inactives: at the top dose activity change, negative = inhibition, hits mostly inhibitors; AmpC hydrolysis of nitrocefin, absorbance 480 nm, 0.01% Triton; 370,000 compounds, 0.041% hits; P00811;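 further: potency means the concentration at half of the fitted maximal effect; 0% = no-compound wells and -100% = no-enzyme wells; nearly all actives have a fitted effect of over 25% in size; some results filed as inactive show a strong effect at the top dose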
Target sequence (P00811 whole entry, looked up): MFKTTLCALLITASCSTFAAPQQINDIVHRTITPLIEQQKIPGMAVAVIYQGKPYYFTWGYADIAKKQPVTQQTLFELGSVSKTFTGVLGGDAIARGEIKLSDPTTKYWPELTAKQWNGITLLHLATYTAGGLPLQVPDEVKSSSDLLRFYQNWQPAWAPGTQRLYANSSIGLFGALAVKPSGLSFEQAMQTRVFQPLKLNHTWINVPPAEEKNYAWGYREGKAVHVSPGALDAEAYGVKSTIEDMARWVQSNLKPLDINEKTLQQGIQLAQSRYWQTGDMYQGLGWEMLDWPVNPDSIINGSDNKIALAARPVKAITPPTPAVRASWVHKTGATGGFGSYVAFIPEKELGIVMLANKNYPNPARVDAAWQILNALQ
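20 mM phosphate pH 7.0 + 0.01% (detergent screen) or 0.0001% Triton X-100; 5.3 nM AmpC reagent; cpd preinc 15 min RT; nitrocefin (800 uM stock) to start; A480 q20 s × 4 min; Activity was normalised to no-enzyme and no-compound control wells.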
Active calls of the source: *; ? = inconclusive; . = not tested or not shown; & = joins results of further samples; [ ] = remark or other dose. Unless noted, the call rests on the fitted dose curve; in most records, active means well fitted curve in the direction sought with a large enough effect; inconclusive means small, poorly fitted or top-dose-only effect, or another doubt; inactive means no such curve, though single readings can be large; an effect the other way counts as inactive or inconclusive. Unless noted, on the % scale 0 is the no-effect control and ±100 the full control effect.

Second line of a record – Sm TGR inh	HCV inhibitor	Giardia FBPA inh	AmpC inh detg	HCMV inh	AMA1 RON2 block
COc1ccccc1C(=O)Nc1ccnn1C1CCN(Cc2cnn(C)c2)CC1
    3.3%	15.2%	.	-2.9%	-18.2	-4.8%
COc1ccc2[nH]cc(CCN=C(NC(=O)c3ccccc3C)Nc3nc(C)cc(C)n3)c2c1
    5.0%	.	.	3.7%	?	.
CCOC(=O)c1ccc(NC(=O)C2(S(=O)(=O)c3ccc(Cl)cc3)CC2)cc1
    -1.3%	.	.	12.6%	2.3	.
Cc1ccc(CNC(=O)C(Cc2ccccc2)NS(=O)(=O)c2ccc3c(c2)CCC(=O)N3)cc1 (stereo unspecified)
    0.2%	-10.2%	5.4%	-9.3%	-35.2	-8.2%
COc1ccc(CNc2ncc(-c3ccccc3)n2C)cc1
    -19.2%	17.1%	17.8µM*	-14.3%	-15.9	-18.7%
O=C(CNC(=O)C12CC3CC(CC(C3)C1)C2)N/N=C\c1ccco1
    -1.2%	.	.	3.2%	8.3	8.0%
CC(CN1CCN(CC(C)C(=O)c2ccccc2)CC1)C(=O)c1ccccc1 (stereo unspecified)
    .	-11.0%	.	.	-3.3	-0.3%
C/C(=N\NC(=O)c1ccc(N2CCCC2=O)cc1)c1ccc(O)cc1O
    -3.3%	?	.	-2.4%	4.8	94.8%[activator]
Cc1ccccc1C(=O)NC(CC(C)C)C(=O)N1CCN(c2ccccc2)CC1 (stereo unspecified)
    -9.0%	-3.0%	24.0%	-10.7%	-2.2	-12.0%
Cc1ccc(C(C(=O)NC2CCCC2)N(C(=O)c2csnn2)C2CC2)cc1 (stereo unspecified)
    -1.5%	3.1%	1.4%	-10.1%	0.0	3.2%
Cc1cccc(Nc2nc(N)c([N+](=O)[O-])c(NCc3ccco3)n2)c1
    -22.0%	?	-7.5%	-6.0%	16.1	-25.1%
Cc1ccccc1OC(C)c1nc(-c2ccccc2)no1 (stereo unspecified)
    2.9%	-0.8%	4.4%	?	-22.9	67.9%[activator]
CCN(Cc1ccccc1)C(=O)c1cc2c(=O)oc3ccc(C)cc3c2s1
    13.1%&1.3%	?	-2.0%	16.0%	-13.1&-8.8	0.0%
Cc1ccccc1NC(=O)Cn1c([N+](=O)[O-])cnc1C
    -1.4%	6.5%	5.4%	?	35.3	-3.0%
Cc1ccc(CNC(=O)CN(C)S(=O)(=O)c2ccc3c(c2)n(C)c(=O)c(=O)n3C)cc1
    -14.2%	12.0%	.	0.3%	.	9.5%
COc1ccc(OC2C(=O)N(Cc3ccc(F)cc3)C2c2ccc(OC)c(OC)c2)cc1 (stereo unspecified)
    16.4%	-12.5%	0.7%	-4.0%	-25.1	-4.6%
CCOC(=O)c1cnn(-c2ccc(NS(=O)(=O)c3ccc(Cl)cc3)cc2)c1C(F)(F)F
    16.5%	10.4%	-6.6%	0.5%	3.6	7.0%
C=CCOc1ccc(/C=C/C(=O)OCC(=O)N2CCC(c3ccccc3)=N2)cc1
    -1.1%	?	.	-3.2%	0.0	-0.7%
O=C(NC1=NCCS1)c1ccccc1Br
    .	7.7%	.	.	-30.6	5.5%
COc1ccc(N2CCN(c3nc4ccccn4c(=O)c3C=O)CC2)cc1
    -14.7%	30.4%[activator]	-11.5%	?	24.7	-11.2%[11.6 µM]
CN(C(=O)COC(=O)C1CCN(S(=O)(=O)c2ccc3c(c2)OCCO3)CC1)C1CCS(=O)(=O)C1 (stereo unspecified)
    1.2%	-4.7%	.	?	26.0	-14.0%
COc1ccc(S(=O)(=O)NCCCn2ccnc2)cc1C(C)(C)C
    -16.1%	19.6%	-9.1%	-12.7%	-28.5	-1.5%
O=C(NNC(=O)c1ccc2ccccc2c1O)c1ccccc1Cl
    -0.7%	-11.1%	?	-10.7%	112.6	-6.4%
Cc1cc(C(=O)CN2C(=O)C(=O)N(CC(C)C)C2=O)c(C)n1-c1ccccc1F
    -1.2%	-15.5%	-21.6%	2.3%	88.3	-9.2%
CN(C)C1(CNC(=O)COc2ccc(C(C)(C)C)cc2)CCCCC1
    -0.4%	.	.	18.2%	-10.3	.
CCn1c(CNS(=O)(=O)c2ccc(Br)cc2)nnc1SC
    3.55µM*	18.9%	.	0.5%	58.2	7.2%
OCCCCNCc1cc(Br)ccc1OCc1ccccc1F
    5.0%	2.8%	-1.2%	-1.5%	43.6	-9.1%
Nc1c(C=C2C=CC(=O)C=C2)c(=O)nc2sc(CC(=O)N3CCCC3)nn12
    -3.4%	27.8%	.	4.1%	0.0	79.2%[activator]
COc1ccc(NC(=O)CNS(=O)(=O)c2cccc3nonc23)c(OC)c1
    -23.0%	?	-20.4%	0.9%	3.9	-5.5%
O=C(CN1C(=O)CCn2nc(-c3ccccc3)cc21)NCc1ccc(Cl)cc1
    -7.3%	.	.	-6.3%	20.9	.

A second format for part of the listing above:
canonical_smiles: Nc1c(C=C2C=CC(=O)C=C2)c(=O)nc2sc(CC(=O)N3CCCC3)nn12
  Sm TGR inh = -3.4%; HCV inhibitor = 27.8%; Giardia FBPA inh = .; AmpC inh detg = 4.1%; HCMV inh = 0.0; AMA1 RON2 block = 79.2%[activator]

canonical_smiles: Cc1ccccc1NC(=O)Cn1c([N+](=O)[O-])cnc1C
  Sm TGR inh = -1.4%; HCV inhibitor = 6.5%; Giardia FBPA inh = 5.4%; AmpC inh detg = ?; HCMV inh = 35.3; AMA1 RON2 block = -3.0%

(more compounds)
Second line of a record – Sm TGR inh	HCV inhibitor	Giardia FBPA inh	AmpC inh detg	HCMV inh	AMA1 RON2 block
CC1=C(c2ccc(C)c(C)c2)S(=O)(=O)N=C1N1CCC(C(=O)N2CCC(C(N)=O)CC2)CC1
    -3.2%	.	.	17.3%	10.7	.
COc1ccc(C)cc1S(=O)(=O)NCC(c1ccc2c(c1)OCO2)N1CCOCC1 (stereo unspecified)
    -3.3%	1.9%[8.37 µM]	.	?	-8.0	-7.8%
CCn1c(=O)c2c(nc(SCc3ccccn3)n2C)n(C)c1=O
    0.0%	-10.1%	0.3%	-16.3%	-18.5	-6.6%
Nc1nnc(/C=C/c2ccccc2Cl)s1
    8.6%	8.9%	1.2%	-0.1%	78.6	-3.6%
O=C(CCNC(=O)N1CC(=O)Nc2ccccc21)Nc1ccc(F)c(Cl)c1
    -8.2%	-4.9%	.	0.5%	12.2	-9.4%
O=C(CN1CCCCCC1)Nc1ccc(Br)cc1Br
    8.2%	?	5.5%	?	32.3	-5.9%
CCC(=O)Nc1c(-c2ccc(C)cc2)nc2ccc(C)cn12
    6.0%	4.7%	-6.3%	?	42.8	-19.7%
Cc1sc2c(c1C)CN(C(C)(C)C)CN2C(=O)c1ccccc1
    ?	-16.4%	-1.2%	?	-16.1	0.0%
COC(=O)C(Cc1ccccc1)NC(=O)CCc1c[nH]c2ccccc12 (stereo unspecified)
    0.1%	2.5%	6.7%	1.0%	38.5	-8.8%
N#CCc1ccc(C(=O)c2ccccc2)s1
    6.6%	4.7%	-1.3%	2.5%	-5.1	-2.7%
O=C(Nc1ccccc1)c1ccc(C(=O)Nc2ccccc2)nc1
    .	-2.7%	-1.9%	-4.1%	-23.3	1.3%
Cc1cc(C)[n+](CCCC[n+]2c(C)cc(C)cc2C)c(C)c1
    -1.3%	0.3%	.	-14.8%	25.9	-1.6%
Cc1cc(N2CCCCC2)c(F)cc1[N+](=O)[O-]
    3.8%	0.2%	4.5%	?	-26.3	-5.7%
N#Cc1ccsc1NC(=O)c1ccccn1
    0.0%	-16.7%	19.9µM*	-10.9%	29.6	21.2%
COCCNS(=O)(=O)c1ccc(OCC(=O)OC)c(Cl)c1
    -11.5%	6.7%	-0.8%	-0.7%	-33.9	-7.5%
CCCCNC(=O)CCn1nc(-c2ccccc2)c2ccccc2c1=O
    -3.4%	?	14.5%	2.5%	.	-9.2%
CN(C)S(=O)(=O)c1ccc(C(=O)OCC(=O)NCc2ccccc2)cc1
    -2.2%	8.0%	1.7%	-8.1%	-3.9	10.0%
Cn1nccc1C(=O)N/N=C/c1cccnc1
    3.9%	6.5%	-1.3%	0.5%	-4.2	12.1%
COC(=O)c1nc2n(n1)C(c1cccc(Cl)c1)C1=C(CC(C)(C)CC1=O)N2 (stereo unspecified)
    -13.5%	28.1%	0.1%	-16.9%	28.0	-0.4%
C/C=N\NC(=O)COc1cc(C)ccc1C
    .	15.2%	2.7%	3.3%	-60.1*	19.0%
CCOc1ccc(OCCC(=O)OCC(=O)Nc2ccc(Cl)cn2)cc1
    -3.9%	12.5%	.	?	-19.6	20.4%
O=C(Nc1ccc2[nH]c(=O)[nH]c2c1)Nc1ccc(F)cc1F
    10.7%	-20.2%	?	3.6%	-12.0	-1.3%
COc1ccc(OCc2cc(C(=O)N3CCCN(C(C)=O)CC3)no2)c(Cl)c1
    -20.5%	14.9%	.	2.1%	23.7	-1.9%
CC(OC(=O)C1CCCCC1)C(=O)Nc1ccc(S(N)(=O)=O)cc1 (stereo unspecified)
    -19.5%	-2.7%	.	-2.6%	0.0	0.0%
Cc1cccc(C(=O)N2CCc3cc(-c4nc(NC(=O)Cn5nnc6ccccc6c5=O)sc4C)ccc32)c1
    -0.9%	-11.5%	-0.2%	-7.6%	.	.
COc1ccccc1NC(=O)C1=C(C)NC2=C(C(=O)CCC2)C1c1ccc2c(c1)OCO2 (stereo unspecified)
    2.7%	-0.1%	3.8%	?	25.3	-2.6%
O=S(=O)(Nc1ncccn1)c1ccc(-n2cnnn2)cc1
    13.2%	5.1%	0.9%	-3.5%	20.5	6.1%
Cc1nnc2n(C3CCCCC3)c(=O)c3c4c(sc3n12)COC(C)(C)C4
    39.8µM*	10.1%	6.1%	-6.5%	-27.7	-8.7%
CCOc1ccsc1C(=O)O
    0.4%	3.16µM*	0.5%	6.3%	-2.3	-4.2%
Cc1ccc(Cc2ccccc2C(=O)O)cc1
    .	29.8%	.	.	-2.2	3.2%
Cc1ccc(S(=O)(=O)Nc2ccc3c(c2)CCCN3C(=O)c2cccs2)cc1
    -2.1%	.	.	6.7%	-33.8	.
CCSc1nc(O)cc(=O)n1-c1ccc(OC)cc1
    7.1%[11.4 µM]	?	-0.7%	-15.3%	4.3	2.2%
CCN1CCN(CCNC(=O)c2ccc3c(c2)N(Cc2ccc(F)cc2)C(=O)c2ccccc2S3=O)CC1 (stereo unspecified)
    -2.1%	?	.	-0.7%	-38.2	-2.1%

Looked up above:
HCV inhibitor result of `COC(=O)C(Cc1ccccc1)NC(=O)CCc1c[nH]c2ccccc12` (stereo unspecified) = 2.5%
AmpC inh detg result of `COC(=O)c1nc2n(n1)C(c1cccc(Cl)c1)C1=C(CC(C)(C)CC1=O)N2` (stereo unspecified) = -16.9%

This is a random part of the collection; about 9.3% have a hit in one of these screens.
